M4 antag: blocks acetylcholine activation of human M4 receptor. P08173. CHO-hM4 cells, ACh EC80, Fluo-8 calcium fluorescence. inhibition, % at 3 µM. 0.73% of 360,000 active;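 active = inhibition above its plate's cutoff, the mean inhibition of sample wells plus 3 SD, cut at about 27% in these data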;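 note: 0% = acetylcholine EC80 with DMSO and 100% = DMSO without agonist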
Target sequence (P08173 whole entry, looked up): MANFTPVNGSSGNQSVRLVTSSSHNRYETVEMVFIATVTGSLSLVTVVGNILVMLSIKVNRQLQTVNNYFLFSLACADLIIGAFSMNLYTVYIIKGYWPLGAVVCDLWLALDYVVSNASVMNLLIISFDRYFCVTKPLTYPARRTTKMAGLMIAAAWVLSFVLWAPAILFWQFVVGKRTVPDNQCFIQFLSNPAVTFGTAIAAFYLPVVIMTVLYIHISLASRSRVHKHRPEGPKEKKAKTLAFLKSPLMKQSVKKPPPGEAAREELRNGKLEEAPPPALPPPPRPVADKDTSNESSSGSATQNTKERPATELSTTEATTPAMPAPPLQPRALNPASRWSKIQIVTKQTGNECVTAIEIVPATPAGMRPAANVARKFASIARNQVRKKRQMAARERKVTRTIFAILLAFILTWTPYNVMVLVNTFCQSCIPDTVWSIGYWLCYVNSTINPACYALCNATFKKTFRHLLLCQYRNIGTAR
CHRM5 antagonist: CHRM5 antagonism in calcium assay; 0.59% of 360,000 active; CHO-hM5 cells, Fluo-8 calcium fluorescence, ACh EC80; P08912; inhibition, % at 3 µM;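 active = inhibition above a per-plate cutoff, the mean of that plate's test compounds plus 3 SD, cut at about 27% in these data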;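 note: 0% = acetylcholine EC80 with DMSO and 100% = DMSO without agonist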
Target sequence (P08912 whole entry, looked up): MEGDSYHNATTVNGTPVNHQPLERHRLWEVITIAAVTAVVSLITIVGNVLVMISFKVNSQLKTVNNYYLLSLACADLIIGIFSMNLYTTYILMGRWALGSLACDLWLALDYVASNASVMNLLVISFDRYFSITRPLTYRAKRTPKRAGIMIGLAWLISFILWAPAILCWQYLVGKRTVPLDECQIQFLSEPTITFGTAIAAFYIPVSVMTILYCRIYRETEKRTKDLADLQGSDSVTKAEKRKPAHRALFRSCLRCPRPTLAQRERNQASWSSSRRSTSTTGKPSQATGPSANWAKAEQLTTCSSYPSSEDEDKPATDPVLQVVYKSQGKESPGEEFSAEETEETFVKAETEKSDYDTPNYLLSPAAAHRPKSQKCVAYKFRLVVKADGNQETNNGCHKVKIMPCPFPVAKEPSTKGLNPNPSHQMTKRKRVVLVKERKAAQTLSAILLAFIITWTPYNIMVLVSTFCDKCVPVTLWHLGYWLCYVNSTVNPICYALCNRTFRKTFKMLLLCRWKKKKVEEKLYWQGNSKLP
CHRM5 agonist: CHRM5 agonism in calcium assay; AID 624037; 0.19% of 360,000 active; activation, % at 3 µM; CHO-K1 hM5 cells, Fluo-8 calcium fluorescence; 0% DMSO wells, 100% maximal acetylcholine response;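 active = activation above the run's mean over test compounds plus 3 SD, cut at about 23% in these data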;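 note: signal is peak over basal fluorescence ratio across the kinetic read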
CHO-K1 Ca ag: M1 agonist counterscreen hit in parental CHO-K1 cells; 0.48% of 360,000 active; activation, % at 3 µM; Fluo-8 calcium fluorescence; scaled to maximal ATP response, vehicle zero; AID 602248; in the data active = activation above about 15%;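 note: untransfected CHO-K1 host cells lacking M1 receptor as counterscreen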
CHRM4 agonist: agonists of human muscarinic M4 receptor (CHRM4); AID 624127; 0.14% of 360,000 active; CHO-K1 hM4/Gqi5, Fluo-8 calcium fluorescence; vehicle 0%, full acetylcholine response 100%; activation, % at 3 µM;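 active = activation above the run mean over all test wells plus 3 SD, cut at about 32% in these data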;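 note: peak over basal fluorescence ratio per well then scaled between controls; 0% = DMSO wells and 100% = acetylcholine at EC100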
M1 PAM parental: counter-screen for M1 PAMs: effect in parental CHO-K1 cells. ATP EC20, Fluo-8 calcium fluorescence; 0% at ATP EC20, 100% at ATP max. activation, % at 3 µM. AID 602247. 0.02% of 360,000 active;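 active = activation above the run cutoff, the mean activation of all test compounds plus 3 SD, cut at about 40% in these data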;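 note: peak over basal fluorescence ratio in a 140 s read after ATP addition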
M5 PAM: positive allosteric modulators of human muscarinic M5 receptor; CHO-K1 hM5, Fluo-8 calcium, ACh EC20 PAM; 0% = ACh EC20, 100% = ACh EC100; AID 624038; 0.3% of 360,000 active; activation, % at 3 µM;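 active = activation above the run cutoff, the mean activation of all test compounds plus 3 SD, cut at about 18% in these data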
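Test system: CHO-K1 hM5 cells / Doses: single-point, 3 µM nominal / Times: Post-acetylcholine fluorescence recording 140 s / Technique: Fluo-8 calcium fluorescence / Measure: Max/basal fluorescence ratio as % of EC20–EC100 ACh window / Benchmarks: low control EC20 acetylcholine (0%), high control EC100 acetylcholine (100%) / Replicates: one well per compound, no replicates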
CHRM4 PAM: potentiates acetylcholine response at human M4 receptor; P08173; CHO-K1 hM4/Gqi5, Fluo-8 calcium fluorescence, ACh EC20; 0% = ACh EC20, 100% = maximal ACh; activation, % at 3 µM; 0.4% of 360,000 active; AID 624126;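 active = activation above its plate's cutoff, the mean activation of sample wells plus 3 SD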; note: some results filed as inactive read as strong as hits
CHO-K1 Ca antag: M1 antagonist counterscreen hit in parental CHO-K1 cells | ATP-induced calcium, Fluo-8 fluorescence | inhibition, % at 3 µM | 0.6% of 360,000 active | AID 602250;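 active = inhibition above a per-plate cutoff, the plate's mean sample inhibition plus 3 SD, cut at about 24% in these data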;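 note: 0% = DMSO plus EC80 ATP and 100% = DMSO alone without ATP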
Active calls of the source: *; nt = no result given.

SMILES	M4 antag	CHRM5 antagonist	CHRM5 agonist	CHO-K1 Ca ag	CHRM4 agonist	M1 PAM parental	M5 PAM	CHRM4 PAM	CHO-K1 Ca antag
Cc1ccccc1NC(=O)Cc1nc(COC(=O)c2cccnc2Cl)cs1	2.0	5.8	2.9	1.9	5.6	14.2	-6.7	-0.3	-15.3
O=C(Nc1ccc(S(=O)(=O)NCC2CCCO2)cc1)c1ccccc1 (centres undefined)	-1.0	-5.7	0.8	1.0	2.7	-2.5	-3.7	-0.8	16.9
CS(=O)(=O)N1CCC(C(=O)NCc2ccc3c(c2)OCO3)CC1	-6.9	-7.5	2.9	0.0	1.4	-2.3	11.6	3.9	11.2
O=C(CNC(=O)c1ccc(Cl)cc1Cl)OCCCn1c(=O)[nH]c2ccccc21	5.3	6.1	-0.1	1.5	2.8	-18.8	-1.4	0.3	-1.8
O=C1NN(c2ccccc2)C(=O)/C1=C/c1ccc(-c2cccc(C(=O)O)c2)o1	3.5	4.2	1.4	-0.2	-0.3	-4.7	0.0	-1.5	-6.0
CN(CC(=O)NCCCN1CCOCC1)S(=O)(=O)c1ccc(Br)cc1	14.1	4.4	-1.7	0.1	-0.5	11.6	-2.8	8.6	-4.0
CC(=O)N1c2ccc(S(=O)(=O)NCCC(=O)Nc3ccc(C)c(F)c3)cc2CC1C (centres undefined)	-4.1	1.1	-2.4	2.2	2.3	-0.8	-6.5	-10.5	-5.5
Nc1nc(Nc2ccccc2)nc(NCCO)c1[N+](=O)[O-]	-12.0	7.0	3.3	0.7	1.6	22.8	2.9	12.9	-10.1
O=C(N/N=C/C=C/c1ccco1)c1ccccc1Cl	-9.4	5.0	2.7	-0.2	1.6	11.3	7.6	6.1	-11.2
O=C(CNC(=O)C12CC3CC(CC(C3)C1)C2)N1CCN(S(=O)(=O)c2cccs2)CC1	3.7	-7.3	1.6	2.6	2.9	14.5	-1.8	-8.2	3.8
CC(CNC(=O)CCS(=O)(=O)c1cc2c(cc1Cl)NC(=O)CO2)c1ccccc1 (centres undefined)	-11.6	-7.9	2.2	0.5	1.2	15.7	0.1	5.1	1.4
Cc1cc(C)cc(N(CC(=O)N2CCC(C)CC2)S(C)(=O)=O)c1	3.6	-1.5	-5.0	-0.3	0.0	-3.0	0.0	-6.6	0.7
CCOC(=O)c1[nH]c(C)c(C(=O)NCc2cccnc2)c1C	-7.4	2.7	0.7	0.2	0.8	-3.4	-6.0	0.1	5.2
O=C(CSc1c(F)c(F)cc(F)c1F)Nc1ccc(C2SCCS2)cc1	-9.7	14.1	-5.2	0.9	0.9	8.4	-8.9	-16.3	-9.2
COc1ccc(NC(=O)Cn2c([N+](=O)[O-])cnc2C)cc1Cl	-3.9	-3.7	-3.8	0.0	0.7	1.1	-3.3	3.4	-2.0
COc1ccc(OC)c(NC(=S)NCCC(c2ccccc2)c2ccccc2)c1	6.4	3.0	-9.3	-0.4	-1.4	-3.4	-11.1	-11.6	13.7
Cc1nc2ccccc2c(=O)n1CCCn1ccnc1	-6.1	-4.7	-7.4	0.5	0.3	16.3	4.8	10.2	-0.5
O=C(Nc1nc2c(s1)CCCC2)c1cc(-c2ccncc2)nc2ccccc12	-1.6	-4.6	-0.3	-0.4	-0.6	-7.5	-7.5	-10.8	10.4
CCN(CC)S(=O)(=O)c1ccc(N2CCOCC2)c(NC(=O)c2ccc(C#N)cc2)c1	-5.9	-28.6	6.1	-0.3	1.6	-9.9	7.0	-1.6	-7.9
Nc1nc(N2CCN(C(c3ccccc3)c3ccccc3)CC2)n[nH]1	4.1	-3.3	-7.5	-0.2	0.3	7.2	-1.9	-9.4	0.0
Cc1ccccc1[C@H](NC1c2ccccc2C=Cc2ccccc21)P(=O)(c1ccccc1)c1ccccc1	-14.3	-6.6	-0.7	0.5	1.0	1.7	-5.6	1.4	10.1
CCN1C(N(C)C)=NC[C@@H]1Cc1ccccc1	-2.6	11.2	-5.7	0.5	1.4	4.2	2.3	-2.4	-4.3
N#C/C(=N/Nc1ccccc1[N+](=O)[O-])C(N)=S	10.2	29.4*	5.0	13.8	16.8	1.9	-11.8	-9.2	17.8
COC(=O)C1=C(C)NC(=S)NC1/C=C/c1ccccc1 (centres undefined)	-6.6	8.6	-4.2	0.3	0.5	5.5	0.8	7.9	-11.0
COc1c(-c2ccc(O)cc2)oc2cc(O)cc(O)c2c1=O	-3.9	13.9	5.2	-0.2	0.8	14.8	-6.7	-1.8	3.4
COc1ccc(C2=CSC3=NCCN23)cc1	8.6	0.0	-5.7	0.5	0.4	11.3	9.8	-2.0	-12.2
O=S(=O)(Cc1ccccc1)CS(=O)(=O)Cc1ccccc1	-1.8	12.1	1.9	-0.4	1.8	-17.8	3.6	-2.2	2.7
O=C(COC(=O)CC1CCCC1)Nc1cccc(F)c1	0.2	0.2	0.1	0.1	1.2	5.1	-0.1	8.7	10.0
O=C(O)c1cccnc1Sc1ccc(Br)cc1	-1.4	2.7	-1.2	0.2	-0.8	-1.9	-0.6	3.0	-10.8
COC(=O)c1ccc(-c2noc(CN3CCCCC3c3nccn3C)n2)cc1 (centres undefined)	11.9	13.1	-9.9	-0.1	0.7	-1.3	-16.4	-18.6	2.0
O=C1C(Cc2ccc3[nH]ccc3c2)NC(=S)N1c1ccccc1 (centres undefined)	-1.9	-4.0	5.0	1.4	1.8	24.3	-1.9	2.5	-8.4
Cc1cc(C)cc(NC(=O)CCc2c(C)nn(-c3ccc(N4CCOCC4)nn3)c2C)c1	3.1	5.0	-3.1	3.1	8.2	5.7	-5.2	-5.0	-5.2
COC(=O)[C@@]12C[C@@H](CC(=O)NCc3cccc4ccccc34)C(=O)N(Cc3ccccc3)C1=CCC(C)(C)C2	-1.4	6.3	-0.4	nt	4.4	nt	-4.5	3.4	nt
COc1ccc2cc(OCC(=O)NNC(=O)Nc3ccc(OC)c(OC)c3)ccc2c1	-15.3	-0.6	-5.9	0.0	1.0	15.6	7.3	1.2	-3.2
C/C(=N\Nc1nc(N)cc(Cl)n1)c1ccc(Cl)c(Cl)c1	7.4	7.4	-1.4	-0.1	0.0	5.9	-1.5	-3.4	-5.3
O=S(=O)(NCCc1cn2ccccc2n1)c1ccc2c(c1)CCCC2	0.2	9.4	0.3	0.3	1.1	-7.8	-8.2	-2.9	-4.5

With a hit mark in CHRM5 antagonist, of those listed so far:
| Compound | M4 antag | CHRM5 antagonist | CHRM5 agonist | CHRM4 agonist | M5 PAM | CHRM4 PAM |
| --- | --- | --- | --- | --- | --- | --- |
| N#C/C(=N/Nc1ccccc1[N+](=O)[O-])C(N)=S | 10.2 | 29.4* | 5.0 | 16.8 | -11.8 | -9.2 |

Continued:
SMILES	M4 antag	CHRM5 antagonist	CHRM5 agonist	CHO-K1 Ca ag	CHRM4 agonist	M1 PAM parental	M5 PAM	CHRM4 PAM	CHO-K1 Ca antag
CCCCN1C[C@H](c2ccc(OC)cc2)[C@@H](CC(=O)Nc2ccc(OC)cc2)C1=O	-2.4	-8.8	0.1	0.2	1.1	5.0	0.2	0.1	4.4
COc1ccc(/C=C/c2c(-c3ccc(OC)cc3)oc3ccc(-c4ccc(OC)cc4)cc23)cc1	-12.6	4.2	-0.6	1.0	1.3	12.9	3.6	7.7	-14.3
COC(=O)c1cc(C)sc1NC(=O)CCCC(=O)O	-9.2	1.0	-8.7	0.4	0.2	1.5	-6.8	-3.4	-3.5
Cc1cccc(N2CCN(CC(=O)N(C)Cc3ccccc3)CC2C)c1 (centres undefined)	-0.8	5.6	-1.9	1.9	2.1	17.1	-1.0	-0.9	-15.1
CCCCN(CCCNC(=O)Cn1nc(CC)n2c(cc3sc(C)cc32)c1=O)Cc1ccccc1	20.5	-4.2	-7.2	-1.0	1.9	22.8	5.6	-11.7	-2.0
CC1C[C@@]2(NC(=O)NC2=O)C(C)CN1C (some centres undefined)	-3.5	-3.6	-1.1	-0.1	0.0	15.8	3.6	1.0	-9.0
Cc1cc(C)n2nc(CC(=O)NCc3ccccc3Cl)nc2n1	-6.6	2.2	-3.2	1.8	0.9	20.6	0.5	13.7	-8.8
Cc1cccc(N(C(=O)c2csnn2)C(C(=O)NCc2ccccc2)c2ccncc2)c1 (centres undefined)	-14.9	7.3	-3.6	0.4	2.0	3.5	3.1	-2.4	-8.1
CC(=O)Nc1ccc(S(=O)(=O)N2CC(=O)NC(=O)C2)cc1	-10.7	-13.0	-2.0	0.4	1.2	-14.9	6.2	17.3	2.9
CCc1ccc(NS(=O)(=O)c2ccc(OC)c3ncccc23)cc1	-2.9	4.5	-3.4	5.7	4.6	11.8	-6.7	0.4	-11.3
C[C@H]1CC[C@]2(O[C@H](CCO)C[C@H](O)[C@H]2O)O1	-3.4	9.5	4.0	0.4	0.6	-7.0	-2.7	5.4	-4.4
COc1cc(CNCc2ccc3c(c2)OCO3)c([N+](=O)[O-])cc1OC	1.8	3.4	-1.4	0.9	1.1	15.0	-5.1	3.0	-4.2
CC1(OC(=O)CCc2ccccc2)C(=O)C=C2C=C(c3ccc(C#N)cc3)N(Cc3ccccc3)C=C2C1=O (centres undefined)	-4.2	12.6	1.8	-0.3	3.0	-3.4	-3.8	4.7	-3.9
O=[N+]([O-])c1ccccc1C1Nc2cccc3cccc(c23)N1	3.4	1.0	1.3	0.5	1.1	12.9	-0.8	0.0	-14.9
CSc1ncnc2c1ncn2CCCNCc1cccc2ccccc12	-10.7	0.6	-2.1	0.3	1.3	11.4	0.4	-4.2	-2.6
CSCCC(NC(=O)c1ccccc1Br)C(=O)N1CCC(C)CC1 (centres undefined)	-5.2	4.1	-1.2	0.6	0.6	14.4	5.8	2.2	-17.5
S=C(Nc1ccc(Cl)cc1)NC1CCCCC1	1.3	7.3	0.6	10.3	8.3	-5.5	-10.6	-24.9	10.4
CC1CCCC(NC(=O)C2CCN(S(=O)(=O)N3CCCCC3)CC2)C1C (centres undefined)	-10.5	-3.3	1.7	2.5	2.5	23.6	3.0	3.6	-14.6
COc1ccc(-c2nn3cnnc3s2)cc1OC	-2.8	5.8	2.2	-0.1	0.8	-5.0	-6.8	2.8	10.1
O=C(NC1(Cc2ccccc2)CCN(CCc2cccs2)C1=O)c1ccccc1 (centres undefined)	-8.0	1.5	14.6	3.1	17.0	-1.3	-11.1	-3.3	7.0
COC(=O)[C@@H]1C(c2ccccc2)(c2ccccc2)[C@@]1(C)C(=O)OC	17.6	8.5	-5.5	-0.6	-1.5	22.0	-3.4	-0.8	-8.7
COc1cc(OC)cc(-c2c(-c3cccs3)c3cc(-c4cnc(OC)nc4)ccc3n2C)c1	8.1	11.5	-0.1	0.0	-0.2	7.9	3.6	-1.9	-6.0
O=C(CN1CCN(Cc2ccccc2)CC1)NC(=O)NCc1ccco1	-1.9	8.2	-9.3	0.0	0.1	9.3	3.8	1.7	-10.0
CCOC(=O)C1=C(c2ccccc2)N2CCS(=O)(=O)N=C2S1	-16.2	-9.6	-2.9	0.4	2.5	18.3	8.6	10.7	-22.6
CCc1ccc(C2CC(c3cccc(Cl)c3)n3nc(N)nc3N2)cc1 (centres undefined)	-11.7	4.4	3.1	0.7	7.8	7.0	-2.8	5.0	1.1
CC(CC(=O)O)CC(=O)Nc1ccc(Br)cc1 (centres undefined)	8.8	5.6	2.1	0.8	0.6	16.8	0.6	1.1	-9.1

From PubChem
